Assay outcomes: PubChem BioAssay, ICCB-Longwood Screening Facility, Harvard Medical School
PV pol inh: poliovirus RNA polymerase inhibition; P03300; poliovirus polymerase elongation, fluorescence polarization; hits give low values; % elongation, % (compound at 16.7 µg/mL); actives 0.66% (n = 150,000); AID 588519; in the data active means % elongation below about 90%; further: some results filed as inactive read as strong as hits
Target sequence (P03300 1749-2209 limits assumed): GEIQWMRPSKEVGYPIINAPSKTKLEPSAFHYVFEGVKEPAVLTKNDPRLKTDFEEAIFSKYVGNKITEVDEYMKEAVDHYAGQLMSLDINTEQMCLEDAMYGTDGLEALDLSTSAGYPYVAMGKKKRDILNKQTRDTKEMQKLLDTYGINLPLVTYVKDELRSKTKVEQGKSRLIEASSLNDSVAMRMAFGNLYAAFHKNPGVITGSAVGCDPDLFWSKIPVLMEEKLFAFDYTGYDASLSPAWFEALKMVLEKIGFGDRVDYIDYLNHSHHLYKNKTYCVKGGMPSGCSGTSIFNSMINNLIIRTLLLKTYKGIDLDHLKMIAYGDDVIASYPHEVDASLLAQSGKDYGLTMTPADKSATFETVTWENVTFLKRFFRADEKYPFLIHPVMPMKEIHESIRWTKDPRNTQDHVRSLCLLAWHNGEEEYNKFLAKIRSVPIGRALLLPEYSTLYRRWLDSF
PV pol inh FP z-score: recorded beside PV pol inh, whose call it bears; z-score; measured here: FP z-score; hits read low
* = called active by the depositor. The list is partial. The share of hits here may be higher or lower than overall.

SMILES	PV pol inh FP z-score	PV pol inh
N/C(=N\c1nc2c(c(=O)[nH]1)CCCC2)Nc1ccccc1	0.2	101.0
CCc1cccc(N2C(=O)CSC23C(=O)N(Cc2ccccc2F)c2ccccc23)c1 (centres undefined)	0.6	109.0
COC(=O)c1cc2sccc2n1Cc1cc(=O)n2ccccc2n1	-0.4	102.0
COc1cc(N/C(N)=N/c2nc(CSc3ccc(C)cc3)cc(=O)[nH]2)cc(OC)c1	0.5	104.0
COc1cc2c(cc1OC)C(c1cccs1)NCC2 (centres undefined)	0.2	103.0
CCCNC(=O)Cn1nc(C)c2c(C)n(-c3ccccc3)nc2c1=O	0.5	105.0
Cc1sc2ncn(CC(=O)N3CCN(c4ccc(Cl)cc4)CC3)c(=O)c2c1S(=O)(=O)N1CCN(c2ncccn2)CC1	0.7	109.0
O=C(CSc1n[nH]c(-c2ccccc2)n1)NCCCc1ccccc1	1.2	114.0
CCC(C)C(N)C1=NC(C(=O)N[C@@H](CC(C)C)C(=O)N[C@H](CCC(=O)O)C(=O)N[C@H](C(=O)N[C@H]2CCCCNC(=O)[C@H](CC(N)=O)NC(=O)[C@@H](CC(=O)O)NC(=O)[C@H](Cc3cnc[nH]3)NC(=O)[C@@H](Cc3ccccc3)NC(=O)[C@H]([C@@H](C)CC)NC(=O)[C@@H](CCCN)NC2=O)[C@@H](C)CC)CS1 (some centres undefined)	-0.3	97.0
CCS(=O)(=O)N(CC(=O)O)c1ccc(OC)cc1	0.3	106.0
CC(C)(C)NC(=O)N1CCc2ccccc2C1	0.2	101.0
C=CCN(CC=C)C(=O)C1CCN(Cc2cccc(Cl)c2)CC1	-0.7	97.0
Nc1nc(Nc2cccc3ccccc23)nc(C2CCCC2=O)n1 (centres undefined)	-0.1	102.0
CCOc1ccccc1NC1=NCCS1	-0.1	101.0
C=CCn1c(SC)nc2c1c(=O)[nH]c(=O)n2C	-0.3	99.0
C=CCSc1nc(C)cc(=O)[nH]1	1.3	106.0
Cc1ccc(CCNC(=O)c2ccc3c(c2)N(Cc2ccc(F)cc2)CCS3)cc1	-1.6	99.0
Cc1cc(C)cc(OCc2cc(=O)n3c4c(sc3n2)CCCC4)c1	-7*	78.0*
CC(C)(C)c1nc(=S)[nH][nH]1	0.2	105.0
O=C1CCCC2=C1C(c1ccc(O)c(O)c1)c1c(ccc3ncccc13)N2 (centres undefined)	-4.7	91.0
Cc1cccc(-c2nc(CSc3nncn4c3cc3oc(C)cc34)c(C)o2)c1	0.7	111.0
Cc1nc2cc(NC(=O)N3CCCC3)ccc2n1C	0.8	104.0
COc1ccc(-c2nc(C(=O)Nc3ccc(C(C)=O)cc3)nn2-c2cccc(Cl)c2)cc1	-2.3	97.0
O=C(COc1ccc(-c2nnco2)cc1)Nc1ccc2c(c1)OC(F)(F)O2	-0.2	102.0
Cn1cccc1/C=C/C(=O)O	-2.9*	76.0*
CCOc1ccc(C2C(C(=O)Nc3ccccc3)=C(C)Nc3nc(-c4ccccc4Cl)nn32)cc1OC (centres undefined)	0.2	105.0
CCCCNC(=O)CSc1nc2ccccc2nc1Cc1ccc(C)cc1	0.4	108.0
Cc1c(NC(=O)Cc2ccccc2)cccc1-c1nc2cccnc2s1	-0.1	108.0
Cc1ccc(CCNc2ccccc2C)cn1	0.7	104.0
CN(C)C(=O)Cn1c(=O)cnc2ccccc21	-0.3	100.0

Reprinted from the part before: three entries, then new ones.
SMILES	PV pol inh FP z-score	PV pol inh
Cc1c(NC(=O)Cc2ccccc2)cccc1-c1nc2cccnc2s1	-0.1	108.0
Cc1ccc(CCNc2ccccc2C)cn1	0.7	104.0
CN(C)C(=O)Cn1c(=O)cnc2ccccc21	-0.3	100.0
O=C(COC(=O)c1cccnc1Cl)c1ccc(F)cc1	-0.2	101.0
Cc1nc2ccccc2c2oc(C(=O)NCc3ccc(Cl)cc3)cc12	0.2	101.0
Cc1noc(Cn2c(=O)c3ccccc3n(CC(=O)Nc3ccc(Cl)cc3)c2=O)n1	0.7	112.0
CCOC(=O)NN1CC(O)=C(c2nc3ccccc3n2C)C1=N	-0.2	100.0
O=C(Nc1ccc2oc(-c3ccc(Br)cc3)nc2c1)c1cc2ccccc2o1	0.6	106.0
O=C(NCc1cccc2ccccc12)C(c1ccccc1)c1ccccc1	-0.2	102.0
CCCCN(C)CCNC(=O)c1cc(=O)[nH]c2ccc(S(=O)(=O)N3CCCCCC3)cc12	0.1	109.0
Cc1cc(Br)ccc1NC(=O)C1(S(=O)(=O)c2ccc(Cl)cc2)CC1	1.1	111.0
CCn1c(C2CC(=O)N(CCc3ccccc3)C2)nc2ccccc21 (centres undefined)	0.1	102.0
COc1cccc(CNC(=O)c2ccc(Cn3c(SCc4ccccc4)nc4cccnc43)cc2)c1	-0.8	105.0
S=C(Nc1ccccc1)N1CCCC1	0.6	102.0
O=C(C1COc2cc(S(=O)(=O)N3CCOCC3)ccc2O1)N1CCOCC1 (centres undefined)	0.2	101.0
Cc1cccn2cc(CNc3nc4ccccc4s3)nc12	-2.2	91.0
CCOC1(NC(=O)c2ccccc2)C(C)=CC(=O)C=C1C	0	102.0
Cc1cc(C(=O)NCCc2ccc(Cl)cc2)c2c(C)nn(-c3cccc(F)c3)c2n1	0.2	109.0
N#CCCn1cc(/C=C2\NC(=S)NC2=O)c(-c2ccc3c(c2)OCO3)n1	1.8	113.0
O=c1c2cnn(CCO)c2ncn1Cc1ccc(C(F)(F)F)cc1	0	100.0
O=C(/C=C/c1cccs1)OCc1nc2ccc(Cl)cc2n1CCO	2	113.0
Cc1cccc(-c2n[nH]c(S(C)(=O)=O)c2C#N)c1	-0.9	101.0
CCc1ccc(C(=O)c2cn(CC(=O)NCc3ccc(C)cc3)c3nc(C)ccc3c2=O)cc1	-1	102.0
CCC(O)(CCN1CCCCC1)c1ccccc1 (centres undefined)	0.3	103.0
O=C(CC1Nc2ccccc2NC1=O)Nc1ccccc1C(F)(F)F (centres undefined)	-0.1	100.0
CC(=O)NCC(=O)OCc1ccc(COC(=O)CNC(C)=O)cc1	-0.2	100.0
O=C(O)c1ccccc1C(=O)Nc1cccnc1	-0.3	99.0
c1ccc(C2CN(Cc3ccco3)C(c3ccccc3)O2)cc1 (centres undefined)	0.5	103.0
Cc1cccc(-n2c3c(cc(-c4nc(-c5ccc(Cl)cc5)cs4)c2=O)C(=O)CC(C)(C)C3)c1	0.5	108.0
CC(=O)c1ccc(S(=O)(=O)Nc2cccc(-c3ccc(N4CCCC4)nn3)c2)cc1	-0.3	104.0
Cc1ccc(S(=O)(=O)Nc2ccc(F)cc2)cc1C(=O)N(C)CCO	0.2	103.0
Cn1cccc1Cc1nnc(SCC(=O)Nc2ccccc2F)n1CCc1ccccc1	-1.3	99.0
CN1CCC(N)=NC1=O	-0.1	101.0

Random excerpt: two compounds from above
SMILES	PV pol inh FP z-score	PV pol inh
CC(C)(C)NC(=O)N1CCc2ccccc2C1	0.2	101.0
Cc1cccc(-c2n[nH]c(S(C)(=O)=O)c2C#N)c1	-0.9	101.0

(further entries)
SMILES	PV pol inh FP z-score	PV pol inh
O=C(CSc1nc2ccccc2s1)c1cc2ccccc2o1	1.7	103.0
O=C(CN1C2=NCCCN2c2ccccc21)c1ccc(Br)s1	-0.1	101.0
CCC(=O)N1CCc2cc(S(=O)(=O)NCCC(=O)NCc3ccccc3Cl)ccc21	0.4	106.0
O=C(Nc1nnc2n1CCS2)c1ccccc1	0.5	105.0
CCOC(=O)c1cc2c(=O)n3ccccc3nc2n(CC2CCCO2)c1=NC(=O)c1cc(C)cc(C)c1 (centres undefined)	0.3	106.0
O=C(/C=C/N1CCOCC1)C(F)(F)F	1	106.0
CCOc1ccc(NC(=O)CSc2nc3ccsc3c(=O)n2CCCCCC(=O)O)cc1	0.5	106.0
O=C(NCc1ccco1)C(c1ccco1)N(C(=O)Cn1nnc2ccccc21)c1ccccc1 (centres undefined)	0.1	102.0
CCOc1nc2c(ncn2C)c(=O)n1C	0.5	103.0
O=C(c1ccc2[nH]c(=O)oc2c1)c1ccc2[nH]c(=O)oc2c1	0	104.0
CC(C)CN(Cc1c(O)ccc2c1oc(=O)c1ccccc12)CC(C)C	-0.8	99.0
CCCC1O[C@@H]2C[C@H]3[C@@H]4CCC5=CC(=O)C=C[C@]5(C)[C@H]4[C@@H](O)C[C@]3(C)[C@]2(C(=O)CO)O1 (some centres undefined)	0	99.0
CC1=CCC2CC1C(c1ccccc1)OC2(C)C (centres undefined)	0	102.0
CCn1c(=N)n(CCOc2ccc(Br)cc2)c2ccccc21	-0.2	101.0
CC(C)N(CC(N)=O)C(=O)/C=C/c1ccc(Cl)c(Cl)c1	0.2	103.0
CCOC(=O)N1CCN(C(=O)COC(=O)C2=C(Nc3ccccc3)OCC2=O)CC1	-0.1	102.0
COc1cccc(OC)c1OC(=O)c1cc(C)ccc1C	-0.4	100.0
O=S(=O)(NC1CC1)c1ccc(S(=O)(=O)N2CCCc3ccccc32)cc1	0.6	104.0
COc1cc2c(cc1OC)CN(S(=O)(=O)c1c(C)nn(C)c1C)CC2	-1	97.0
Cc1ccc(C(=O)CSc2ncc3c(n2)-c2ccccc2N(Cc2ccc(Cl)cc2)S3(=O)=O)cc1	-0.3	103.0
Cc1ccc(N=c2scc(-c3cccs3)n2CCCN2CCOCC2)cc1	0	99.0
O=C(Cn1cnc2onc(-c3ccc(F)cc3)c2c1=O)Nc1cccc(C(F)(F)F)c1	-0.6	96.0
CC(C)(C)c1cc(NC(=O)COc2ccc(Cl)cc2Cl)on1	0.2	104.0
Cc1ccc(Oc2c(C(F)(F)F)oc3c(CN4CCC(C)CC4)c(O)ccc3c2=O)cc1	0.1	104.0
Cc1ccc2c(CN3CCN(S(=O)(=O)c4ccccc4)CC3)cc(=O)oc2c1C	0.1	98.0
Cc1ccc(C2=NN(C(=O)CSc3ccc4c(c3)OCCO4)C(c3ccco3)C2)cc1 (centres undefined)	0.3	106.0
Cc1cccc(NC(=O)C2CCN(S(=O)(=O)c3ccc4c(c3)CCCC(=O)N4)CC2)c1	1.1	113.0
O=C(CCCN1C(=O)/C(=C\c2ccco2)SC1=S)NC1CCCCC1	0.3	103.0
CCc1c(C#N)c(N)nc2sc(C(=O)Nc3ccc(Br)cc3)c(N)c12	-0.3	98.0
CCOC(=O)c1c(S(=O)(=O)N2CCCC(C(=O)Nc3cc(C)ccn3)C2)c(C)n(C)c1C (centres undefined)	0.6	110.0
CCC(=O)N1CCc2cc(Br)cc(S(=O)(=O)N3CCCC(C(=O)Nc4ccc(OC)c(Cl)c4)C3)c21 (centres undefined)	-0.9	103.0
CCC(Oc1ccc(Br)cc1)C(=O)Nc1nccc(C)n1 (centres undefined)	0.3	102.0
CCc1ccc(NC(=O)CSc2ncnc3c2sc2ccccc23)cc1	0.9	104.0
NNC(=O)/C(=C\c1ccccc1)CCO	-0.5	99.0
Cc1ccc(-c2nc3c(c(SCC(=O)Nc4ccccc4Cl)n2)Cc2c(CO)cnc(C)c2O3)cc1	0.4	109.0
O=S(=O)(NCC12CC3CC(CC(C3)C1)C2)c1cccc2nsnc12	0.4	106.0
CCN1CCN(C(c2cccs2)C(C)NS(=O)(=O)c2ccc(C)cc2)CC1 (centres undefined)	0	102.0
CCC(=O)NCCc1cc2c(OC)ccc(OC)c2[nH]c1=O	-0.5	100.0
COc1ccc(NC(=O)c2cc(S(=O)(=O)N3CCCCC3)c[nH]2)cc1Cl	0.1	108.0
Cc1c2c(c(C#N)c3nc4ccccc4n13)CCCC2	-1.1	92.0
COc1ccc(N2CCN(C(=O)CNS(=O)(=O)c3ccc(Br)s3)CC2)cc1	-0.8	98.0
COc1cccc(C(=O)CN2CCN(S(=O)(=O)c3ccc(Cl)cc3)CC2)c1	0.4	108.0
CCOC(=O)c1c(C)[nH]c(-c2csc(C)n2)c1C	0	102.0
O=C(CCNS(=O)(=O)c1ccc2c(c1)CCN2C(=O)C1CC1)Nc1ccc(F)cc1F	0	107.0
C=CCN(C)C1CC(=O)N(c2ccc(C)c(Cl)c2)C1=O (centres undefined)	-1.3	99.0
CCOc1ccc(C(=O)c2cnc3ccc(Cl)cc3c2S(=O)(=O)c2ccc(C)cc2)cc1	0	106.0
CCOC(=O)N1CCC(NC(=O)c2cc(S(=O)(=O)NCCc3ccccc3)ccc2F)CC1	1	103.0
Cc1c2c(n3c(nc4ccccc43)c1C#N)N(C1CCCC1)CC2	-0.4	100.0
O=C(c1ccccc1)N1CCN(CC(O)COc2ccc(Cl)cc2Cl)CC1 (centres undefined)	0.1	103.0
Cc1cc(Cl)ccc1OCCCC(=O)Nc1ccccc1C(F)(F)F	0.4	107.0
O=c1oc2c(-c3cc(Cl)cc(Cl)c3)cc(O)cc2s1	0.3	102.0
CC(C)(C)c1cc(NS(=O)(=O)c2ccc3c(c2)OCCO3)on1	1	105.0

Profiles as entered above. Screens in order: PV pol inh FP z-score | PV pol inh
Listed for CCOC(=O)N1CCC(NC(=O)c2cc(S(=O)(=O)NCCc3ccccc3)ccc2F)CC1 → 1 | 103.0
Listed for Cc1c2c(n3c(nc4ccccc43)c1C#N)N(C1CCCC1)CC2 → -0.4 | 100.0
Listed for CCOc1ccc(C(=O)c2cnc3ccc(Cl)cc3c2S(=O)(=O)c2ccc(C)cc2)cc1 → 0 | 106.0
